High-throughput results: PubChem BioAssay, several laboratories
ZTA counter – counter-screen for EBNA-1 inhibitors: inhibitors of Epstein-Barr virus ZTA. P03206. ZTA-DNA binding, fluorescence polarization. inhibition, % at 11 µM. actives 0.15% (n = 320,000); in the data active = inhibition above about 33%
TPT1 inh – Candida albicans TPT1 enzyme inhibitors, primary screen, biochemical, fluorescence polarization | inhibition, % at 5 µM | recombinant caTPT1, FP RNA substrate dephosphorylation | actives 0.81% (n = 300,000);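 active = inhibition above the mean of all tested compounds plus 3 SD, set per screening campaign, cut at about 24% in these data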;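 also: plate controls were DMSO alone for no effect and ferristatin control at 100 nM for full effect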
PREPL inh – PREPL enzyme inhibitors, primary screen, biochemical, fluorescence polarization; Prolyl endopeptidase-like (Homo sapiens), Q4J6C6; recombinant PREPL, fluorescence polarization activity-based probe; inhibition, % at 5.96 µM; actives 0.68% (n = 320,000); AID 2751, 2010; in the data active = inhibition above about 43%;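 also: 0% = enzyme with DMSO and 100% = wells lacking enzyme; many of its hits are not listed in these tables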
Efflux pump mplx – inhibitors of Candida efflux pumps in yeast, primary screen, S. cerevisiae, Nile Red, multiplex | S. cerevisiae Candida pump triplex | actives 0.44% (n = 330,000) | inhibition, % at 10 µM | AID 485275, 2010;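 active = plate passing quality check with inhibition over a set limit, or well fluorescence over plate mean plus 4 SD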;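 also: Nile Red retained in pooled yeast measured as flow cytometry median fluorescence; 0% = buffer negative control and 100% = Enniatin B positive control; higher means more Nile Red kept so more efflux inhibition; some compounds called inactive have numbers as strong as hits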
CTSL1 counter – Fasciola hepatica cathepsin L1 inhibitors, primary screen, counter-screen for PFM18AAP inhibitor project, biochemical, QFRET, fluorogenic peptide substrate. recombinant F. hepatica cathepsin L1, Z-Leu-Arg-MCA fluorescence. inhibition, % at 5.96 µM. actives 0.49% (n = 300,000);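 active = inhibition above the mean of all tested compounds plus 3 SD, set per screening campaign, cut at about 17% in these data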;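 also: 0% = plate median of test compound wells and 100% = 1 µM Z-Phe-Ala-diazomethylketone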
PP5 inh – PP5 phosphatase inhibitors, primary screen, biochemical, fluorescence; actives 0.18% (n = 320,000); inhibition, % at 6.7 µM; purified PP5c, OMFP substrate fluorescence; Serine/threonine-protein phosphatase 5 (Homo sapiens), P53041;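 active = inhibition above the campaign's mean inhibition across all tested compounds plus 3 SD, cut at about 9.5% in these data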;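 also: 0% = DMSO only and 100% = 100 µM cantharidin control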
Target sequence (P53041 whole entry, looked up): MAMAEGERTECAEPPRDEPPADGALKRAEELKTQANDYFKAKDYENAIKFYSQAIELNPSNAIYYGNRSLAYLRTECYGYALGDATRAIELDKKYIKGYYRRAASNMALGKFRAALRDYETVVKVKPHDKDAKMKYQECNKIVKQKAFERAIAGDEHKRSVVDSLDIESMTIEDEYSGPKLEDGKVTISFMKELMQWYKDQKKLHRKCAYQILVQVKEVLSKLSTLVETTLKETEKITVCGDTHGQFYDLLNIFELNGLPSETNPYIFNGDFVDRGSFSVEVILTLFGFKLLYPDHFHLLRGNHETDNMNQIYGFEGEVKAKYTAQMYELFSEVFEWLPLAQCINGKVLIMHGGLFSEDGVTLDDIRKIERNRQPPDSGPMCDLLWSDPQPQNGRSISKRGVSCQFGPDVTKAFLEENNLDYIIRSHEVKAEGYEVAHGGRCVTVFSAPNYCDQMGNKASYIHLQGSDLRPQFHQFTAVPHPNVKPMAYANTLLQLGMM
core dimer inh – inhibitors of HCV core protein dimerization, primary screen, biochemical, TR-FRET, high-throughput | TR-FRET GST/Flag-core106 dimerization, 1536-well | inhibition, % at 5 µM | actives 0.33% (n = 300,000) | AID 1899, 2009;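 active = inhibition above the mean of all tested compounds plus 3 SD, set per screening campaign, cut at about 45% in these data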
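Test system: GST/Flag-tagged HCV core106 proteins; Medium: KF-containing HEPES buffer, pH 7.45, DTT, CHAPS, BSA; Times: compound-protein-antibody incubation 4 h at 22.5 °C; Detection: TR-FRET 671 and 617 nm emission; Benchmarks: wells lacking GST-core106 and wells with excess unlabelled core106.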
PP1 counter – PP1-alpha phosphatase inhibitors, primary screen, counter-screen for PP5 inhibitor project, biochemical, fluorescence, OMFP substrate, single point; Serine/threonine-protein phosphatase PP1-alpha catalytic subunit (Homo sapiens), P62136; purified PP1alpha; inhibition, % at 6.7 µM; actives 0.9% (n = 320,000); AID 2235, 2010;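 active = inhibition above the mean inhibition of all tested compounds plus 3 SD, computed separately for each screening campaign, cut at about 15% in these data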
Target sequence (P62136 whole entry, looked up): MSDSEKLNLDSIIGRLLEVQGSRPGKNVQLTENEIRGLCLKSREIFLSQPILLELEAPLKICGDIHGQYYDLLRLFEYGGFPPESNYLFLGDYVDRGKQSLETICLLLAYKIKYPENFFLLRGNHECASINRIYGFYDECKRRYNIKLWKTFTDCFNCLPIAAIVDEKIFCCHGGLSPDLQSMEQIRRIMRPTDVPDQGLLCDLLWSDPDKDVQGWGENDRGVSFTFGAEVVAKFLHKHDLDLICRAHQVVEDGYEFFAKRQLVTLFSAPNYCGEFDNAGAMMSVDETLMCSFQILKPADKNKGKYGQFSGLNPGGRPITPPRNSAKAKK
EBNA-1 inh – EBNA-1 DNA-binding inhibitors, primary screen, biochemical, fluorescence polarization; inhibition, % at 14.8 µM; actives 0.34% (n = 300,000); AID 1950, 2009; in the data active = inhibition above about 28%
Numbers without * were called inactive; nt = not tested or not shown.

The line under a structure holds: ZTA counter	PREPL inh	PP5 inh	PP1 counter	EBNA-1 inh	TPT1 inh	CTSL1 counter	Efflux pump mplx	core dimer inh
Cc1ccoc1C(=O)Nc1cccc(Oc2ccccc2)c1
  -8	-12	4.2	9	-1	-1	9	0.0	-4
Cc1c(C)c2c(OCC(=O)NCC(=O)NCC(=O)O)cc3c(c2oc1=O)CCC(C)(C)O3
  -14	-7	2.4	1	-7	-1	4	-0.1	7
CCc1ccccc1NC(=O)CNC(=O)CCNC(=O)Nc1ccccc1
  18	-2	0.9	0	nt	nt	nt	-0.1	nt
Cc1cc(C)c(S(=O)(=O)NCc2ccc3c(c2)cc(C)n3C)c(C)c1
  4	-17	0.6	10	11	0	1	0.0	-12
COc1ccccc1OCCn1c(SCC(=O)O)nc2ccccc21
  2	4	0.3	-4	2	0	1	0.0	0
c1ccc(SCc2nc(-c3cccnc3)no2)cc1
  -1	16	-1.0	-1	-12	4	1	0.3	-22
CN(CCC1CCCCO1)C(=O)c1cc(COc2ccc(F)cc2F)on1 (centres undefined)
  11	16	4.8	-1	10	2	0	0.2	-4
COCCNC(=O)C12CC3CC(C1)CC(c1ccccc1)(C3)C2
  -13	-4	1.6	0	4	-1	-2	0.0	-4
COC(=O)COc1ccc(NS(=O)(=O)c2cccc([N+](=O)[O-])c2)cc1
  -2	5	-0.9	-1	-13	0	3	0.2	2
COc1cccc(/C=N/n2nnnc2N)c1OCc1ccccc1Cl
  3	-11	-0.3	1	15	0	3	0.0	-3
COc1ccc(N(Cc2cc3ccccc3[nH]c2=O)S(=O)(=O)c2ccccc2)cc1
  -2	-37	1.1	2	-2	-1	7	-0.2	2
CCOc1ccccc1NC(=O)COC(=O)C1CC1
  0	10	-0.5	-2	-7	1	-1	0.0	0
CN(C)c1cc(-c2ccc(C#N)cc2)oc(=O)c1Cl
  -10	6	0.8	1	-6	-2	5	0.1	-3
NC(=O)C1CCN(C(=O)C23CC4CC(CC(C4)C2)C3)CC1
  -7	-1	1.6	0	0	1	-10	0.1	0
CCCc1[nH]nc2c1C1(C(=O)N(CC)c3ccccc31)C(C#N)=C(N)O2 (centres undefined)
  7	3	0.8	-2	-4	-8	4	0.1	-2
Cc1cccc(NC(=O)COc2coc(CN3CCN(Cc4ccccc4)CC3)cc2=O)c1
  7	26	-0.4	-1	-13	-3	3	0.0	-11
COc1ccc2[nH]c(=O)c(CN(CCCN(C)C)C(=O)Nc3ccc(F)cc3)cc2c1
  11	-6	1.5	-3	-1	0	0	0.0	-2
Cc1ccccc1Cn1nc(C)c(NC(=O)c2cc3n(n2)C(C(F)F)CC(C(F)F)N3)c1C (centres undefined)
  16	4	1.9	1	-8	-1	1	0.2	11
COC(=O)/C=C/C(=O)Nc1cccc(C(F)(F)F)c1
  6	7	1.4	2	-10	2	9	0.7	-5
C=CCNC(=O)c1onc(CSc2ccc(C(C)C)cc2)c1C(=O)O
  8	2	3.0	-3	8	-3	2	-0.1	7

Three of these compounds in a different format.
molecule	ZTA counter	PREPL inh	PP5 inh	PP1 counter	EBNA-1 inh	TPT1 inh	CTSL1 counter	Efflux pump mplx	core dimer inh
COC(=O)COc1ccc(NS(=O)(=O)c2cccc([N+](=O)[O-])c2)cc1	-2	5	-0.9	-1	-13	0	3	0.2	2
COc1cccc(/C=N/n2nnnc2N)c1OCc1ccccc1Cl	3	-11	-0.3	1	15	0	3	0.0	-3
COc1ccc(N(Cc2cc3ccccc3[nH]c2=O)S(=O)(=O)c2ccccc2)cc1	-2	-37	1.1	2	-2	-1	7	-0.2	2

Next entries follow.
The line under a structure holds: ZTA counter	PREPL inh	PP5 inh	PP1 counter	EBNA-1 inh	TPT1 inh	CTSL1 counter	Efflux pump mplx	core dimer inh
CCOC(=O)C1=C(C)NC(C)=C(C(=O)OCC)C1c1ccc(O)cc1
  12	-2	-0.3	-2	5	-2	-1	0.1	-5
O=C(NCCO)C1(c2ccccc2)CCCC1
  0	-1	2.3	-1	-5	-1	0	-0.1	0
COC(C/C=C/[C@@H](O)[C@@H](C)OCc1ccccc1)OC
  1	-2	1.9	-4	8	-6	-6	-0.1	5
COc1ccc2c(c1)CC/C(=C/c1ccccn1)C2=O
  4	-1	-1.2	-6	-1	0	2	-0.2	10
Cc1ccc(SCC(=O)NC(=O)Nc2ccc3c(c2)OCCO3)cc1C
  9	-9	3.4	-1	5	5	-2	0.3	2
Cn1ccnc1SCC(=O)Nc1ccc(Oc2ccccc2)cc1
  5	-4	0.6	8	2	-10	0	0.2	3
Cc1c(Cl)cccc1NC(=O)CC(C(=O)O)C1CCCO1 (centres undefined)
  6	0	-1.6	-1	11	1	-3	-0.1	11
Cc1c(O)ccc2c(-c3ccccc3)cc(=O)oc12
  14	7	-1.6	-3	3	1	-1	0.0	14
O=C(Nc1nc2c(Cl)ccc(Cl)c2s1)C1CC1
  -5	-3	3.1	2	3	-1	2	-0.1	0
Cn1c(Cl)c(/C=N/OC(=O)C(C)(C)C)c2ccccc21
  -1	9	2.2	-3	-8	1	2	0.1	-1
O=C(OCc1nnc(-c2ccccc2)o1)c1cc(F)c(F)cc1Cl
  -16	15	2.0	-2	-3	0	2	-0.1	-2
COc1ccc(NC(=O)C(OC(=O)c2cnccn2)c2ccccc2)cc1Cl (centres undefined)
  -21	4	1.7	1	-3	2	-52	-0.1	0
COc1cc(NC(=O)c2ccc(NS(=O)(=O)c3c(C)noc3C)cc2)cc(OC)c1
  8	-23	1.8	-3	7	-2	0	0.1	-1
COc1ccc(OCC(=O)NCCNC(=O)c2ccccn2)cc1
  9	4	2.1	1	-13	-1	-1	0.0	-5
COc1ccc(Cl)cc1S(=O)(=O)N1CCN(c2ccc(F)cc2)CC1
  7	3	1.8	5	1	-2	2	-0.1	8
CCOc1ccc(NS(=O)(=O)c2ccc(C(=O)NNC(=O)c3ccccc3O)cc2)cc1
  -7	14	1.5	1	-15	-3	0	0.4	4
COc1ccc(/C(N)=N/O)c(OC)c1
  -1	1	0.8	-1	0	-2	0	0.1	2
COc1c(CC=C(C)C)cc(C2CC(=O)c3c(O)cc(O)cc3O2)cc1CC=C(C)C (centres undefined)
  -3	2	3.9	-5	5	-2	0	0.6	8
COc1ccccc1N1CCN(C(=O)c2ccc3nc[nH]c3c2)CC1
  3	-3	0.5	3	-4	0	1	-0.2	-4
COc1ccccc1/C=C/C(=O)c1ccc(Cl)cc1
  5	5	0.4	-3	13	-2	0	-0.3	6

The line under a structure holds: ZTA counter	PREPL inh	PP5 inh	PP1 counter	EBNA-1 inh	TPT1 inh	CTSL1 counter	Efflux pump mplx	core dimer inh
COc1ccc(OCC(=O)NNC(=O)c2ccc(-c3ccccc3)cc2)cc1
  5	9	3.5	1	2	4	-9	0.2	19
C/C(=N/NC(=O)c1cc(C)[nH]n1)c1ccncc1
  2	7	-0.8	-2	-2	-1	4	0.1	-8
COc1ccccc1CNC(=O)CSc1cc(=O)n(C)c2ccccc12
  4	0	2.6	-2	-5	1	0	-0.2	0
COc1cccc2sc(Nc3nc(C)c(C(C)=O)s3)nc12
  10	2	1.3	-2	0	0	0	-0.2	-2
CN1CCN(S(=O)(=O)c2ccc(Nc3ccc(F)cc3)c([N+](=O)[O-])c2)CC1
  5	-11	5.2	-6	-5	-1	2	0.0	-3
O=C(CSc1nncc2ccccc12)Nc1cccc(O)c1
  2	19	-1.2	2	4	-7	7	-0.3	-12
CC(C)(C)NC(=O)c1ccc2c3c(cccc13)CC2
  -11	9	-1.8	-2	-10	-1	-1	0.5	-8
O=C(N=C1c2ccccc2CN1c1ccccc1)c1cccc([N+](=O)[O-])c1
  -13	6	1.1	1	-5	-4	-3	-0.1	4
COc1ccc(C(c2nnnn2C2CCCCC2)N2CCN(C)CC2)c(OC)c1 (centres undefined)
  -8	9	-0.1	-1	0	3	18*	-0.1	-2
O=C1CC[C@@H](CN(Cc2ccccn2)Cc2nc(Cc3cccc(C(F)(F)F)c3)no2)N1
  -9	13	2.1	-1	4	-3	1	-0.2	-2
CC(C)C(NC(=O)c1ccc(C(C)(C)C)cc1)C(=O)NCC1(N(C)C)CCCCC1 (centres undefined)
  15	6	0.1	-2	13	-4	0	0.2	9
CCN(CC(=O)Nc1cc(C)c(Cl)cc1OC)CC(=O)NC1CCS(=O)(=O)C1 (centres undefined)
  -9	7	-1.6	-4	1	0	-3	0.1	-4
O=C(NNC(=O)c1ccc2c(c1)OCO2)NC1CCCCC1
  -16	11	-9.5	2	4	-16	9	-0.1	1
COc1ccc(C(=O)Nc2cc(Cl)cc(Cl)c2)c(OC)n1
  -15	0	0.8	-5	-2	-1	-2	-0.1	-5
Clc1ccc(CN2CCc3c([nH]c4ccccc34)C2)cc1Cl
  0	-6	3.8	3	0	2	-5	0.1	-12
Clc1ccc(-c2csc(-c3ccncc3)n2)cc1
  7	-4	1.8	3	14	0	-1	-0.1	7
COCCn1c(SCC(=O)c2c(N)n(C3CC3)c(=O)[nH]c2=O)nnc1-c1ccc(Cl)cc1
  -15	-7	2.3	-7	nt	nt	nt	-0.2	nt
COc1cc2c(c(OC)c1OC)-c1ccc(NC(=O)c3ccc(F)cc3)c(=O)cc1[C@@H](NC(C)=O)CC2
  -4	20	2.6	2	-2	-3	7	-0.3	-2
COc1ccc(C(=O)Nc2ccc(C(=O)Nc3cccnc3)cc2)cc1
  52*	-2	1.5	-1	11	-1	-1	-0.1	-5
Cc1cc(-c2ccc(C)c(S(=O)(=O)NCC3CCN(Cc4cccc(F)c4)CC3)c2)on1
  2	-20	0.8	1	-12	0	-4	0.1	-4

These rows are one share of the data; rates above refer to the full screens.
